Bioassay records: PubChem, National Center for Advancing Translational Sciences (NCATS)
FLuc counter: inhibits or activates purified firefly luciferase, miR-21 counter-screen. Potency, µM (doses to about 57.5 µM), for the others: at the top dose activity change, negative = inhibition, usual class: inhibitors. hit rate 6.9% among 360,000. AID 588342. purified FLuc, Km substrates, luminescence inhibition. P08659;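 further: plate controls were vehicle for no effect and reference inhibitor for full effect; nearly all actives have a fitted effect of over 55% in size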
Target sequence (P08659 whole entry, looked up): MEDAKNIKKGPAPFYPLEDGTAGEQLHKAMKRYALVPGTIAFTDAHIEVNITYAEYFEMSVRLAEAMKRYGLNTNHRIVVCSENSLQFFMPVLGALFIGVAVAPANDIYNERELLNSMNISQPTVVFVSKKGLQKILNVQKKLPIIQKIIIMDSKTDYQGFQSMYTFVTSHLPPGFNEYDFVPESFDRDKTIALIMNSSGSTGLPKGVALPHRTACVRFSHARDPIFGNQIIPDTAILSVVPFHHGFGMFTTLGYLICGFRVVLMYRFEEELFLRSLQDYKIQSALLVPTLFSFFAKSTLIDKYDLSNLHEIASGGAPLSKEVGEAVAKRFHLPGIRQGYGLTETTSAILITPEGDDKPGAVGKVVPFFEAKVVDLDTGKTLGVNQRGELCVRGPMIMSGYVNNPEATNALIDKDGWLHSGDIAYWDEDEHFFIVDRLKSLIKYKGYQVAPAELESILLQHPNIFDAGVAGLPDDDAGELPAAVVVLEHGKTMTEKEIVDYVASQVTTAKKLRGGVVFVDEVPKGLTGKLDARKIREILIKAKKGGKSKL
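Purified P. pyralis luciferase, 10 nM final, with Km-level 10 uM D-luciferin and 10 uM ATP in 50 mM Tris acetate pH 7.5, 10 mM Mg acetate, 0.01% Tween-20, 0.05% BSA; 6-point qHTS titration about 60 µM downward; luminescence read.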
Gal4-VP16 FLuc: Gal4-VP16 reporter inhibition counter-screen; Drosophila S2 Gal4-VP16 UAS-luciferase, luminescence, 20 h; Potency, µM (series often up to 53.6 µM), for the others: top-dose activity, negative = inhibition, hits mostly inhibitors; hit rate 3.5% among 310,000; AID 2546;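 further: Gal4-VP16 expression switched on by copper sulfate through the metallothionein promoter; on the % scale 0 is the no-effect control and ±100 the full control effect; nearly all actives have a fitted effect of over 50% in size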
BRCA1 expr act: increases BRCA1 expression; MCF7-BRCA1-FFLuc reporter, luminescence, 48 h; response scale: scaled: vehicle 0%, 10 µM genistein 100%; Potency, µM (series often up to 46.1 µM), for inactives: at the highest dose activation, hits mostly activators; hit rate 1.1% among 380,000; further: nearly all actives have a fitted effect of over 80% in size; some results filed as inactive show a strong effect at the top dose
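Luminescence from a BRCA1-driven firefly luciferase in MCF7 cells was the read-out, taken 15 min after substrate addition following 48 h compound exposure at 37 °C. Data were normalized to a 10 microM genistein control and DMSO vehicle.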
ELG1 genotox: genotoxicity induction in ELG1-luciferase HEK293T cells; HEK293T ELG1-luciferase reporter, luminescence, 16 h; Potency, µM (titrated, usually from 46 µM), inactives show at the top dose activity change, positive = activation, usual class: activators; hit rate 1.3% among 330,000; further: % of control where 0% means no effect; nearly all actives have a fitted effect of over 60% in size
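ELG1-luciferase HEK293T cells, 2,000/well; compound pinned in; 16 hr, 37 °C, 5% CO2; ONE-Glo, 30 min RT; luminescence on CCD imager.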
MBNL1 CUG block: MBNL1-poly(CUG) RNA binding inhibition. Q9NR56. TR-FRET MBNL1-His/biotin-(CUG)12 binding, 665/545 ratio. Potency, µM (doses to about 57.5 µM), without a hit: at the highest dose activity change, negative = inhibition, usual class: inhibitors. hit rate 0.036% among 280,000. AID 2675; active means well fitted inhibition curve with a large enough effect in the signal ratio, with a control signal flat, not every such curve was filed as active; inconclusive means small, poorly fitted or top-dose-only effect, or effect the other way, or a change in a side signal; inactive means no such curve, though single readings can be large or run the other way; the % refers to the signal ratio; further: on the % scale 0 is the no-effect control and ±100 the full control effect
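TR-FRET between His-tagged MBNL1 and biotin-(CUG)12 RNA, detected with Tb anti-His antibody (0.055 ng/ul) and streptavidin-XL665 (5 nM), 60 min at room temperature. Compounds titrated 92 nM to 58 uM; 665/545 nm ratio normalized to buffer and complex controls.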
p53 reactivation: re-activators of mutant p53; Potency, µM (series often up to 92.2 µM), without a hit: at the top dose activity change, positive = activation, actives largely listed as activators; hit rate 0.063% among 320,000; H1299 p53-A138V BP100-luciferase reporter, luminescence, 24 h; further: % of control where 0% means no effect; nearly all actives have a fitted effect of over 45% in size
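H1299 (p53-null), stable ts p53-A138V + BP100-Luc; 1000 cells/well, Opti-MEM/10% FBS; cpd 4 pt, 1:5; 24 h, 37 deg C, 5% CO2; detection reagent 10 min RT; luminescence.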
NPC1 promoter act: activates the NPC1 promoter | Huh7 NPC1 promoter luciferase reporter, 24 h | Potency, µM (series often up to 9.22 µM), without a hit: top-dose activation, usual class: activators | hit rate 2.4% among 320,000 | AID 485313;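 further: % of control where 0% means no effect; nearly all actives have a fitted effect of over 60% in size; reporter is driven by a mutant NPC1 promoter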
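Luminescence from an NPC1 promoter-driven luciferase reporter in stably transfected Huh7 cells was measured after 24 h compound treatment at 37 °C, followed by 10 min ambient incubation with luciferase detection reagent.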
uPA surface inh: inhibitors of cell surface uPA generation; Potency, µM (titrated, usually from 38.3 µM), without a hit: at the top dose activity change, negative = inhibition, hits mostly inhibitors; hit rate 0.31% among 330,000; cell surface uPA generation assay, qHTS; active means well fitted inhibition curve with a large enough effect; inconclusive means small, poorly fitted or top-dose-only effect; inactive means no such curve, though single readings can be large or run the other way; tested in mouse RAW 264.7 cells; further: on the % scale 0 is the no-effect control and ±100 the full control effect; nearly all actives have a fitted effect of over 55% in size
RORg inh: inhibitors of mouse ROR gamma transcriptional activity; P51450; Drosophila S2 Gal4-RORgamma UAS-luciferase reporter, 20 h; Potency, µM (doses to about 53.6 µM), for the others: at the highest dose activity change, negative = inhibition, hits mostly inhibitors; hit rate 5.4% among 310,000; AID 2551; further: on the % scale 0 is the no-effect control and ±100 the full control effect; nearly all actives have a fitted effect of over 60% in size
Target sequence (P51450 whole entry, looked up, the tested form may be a part): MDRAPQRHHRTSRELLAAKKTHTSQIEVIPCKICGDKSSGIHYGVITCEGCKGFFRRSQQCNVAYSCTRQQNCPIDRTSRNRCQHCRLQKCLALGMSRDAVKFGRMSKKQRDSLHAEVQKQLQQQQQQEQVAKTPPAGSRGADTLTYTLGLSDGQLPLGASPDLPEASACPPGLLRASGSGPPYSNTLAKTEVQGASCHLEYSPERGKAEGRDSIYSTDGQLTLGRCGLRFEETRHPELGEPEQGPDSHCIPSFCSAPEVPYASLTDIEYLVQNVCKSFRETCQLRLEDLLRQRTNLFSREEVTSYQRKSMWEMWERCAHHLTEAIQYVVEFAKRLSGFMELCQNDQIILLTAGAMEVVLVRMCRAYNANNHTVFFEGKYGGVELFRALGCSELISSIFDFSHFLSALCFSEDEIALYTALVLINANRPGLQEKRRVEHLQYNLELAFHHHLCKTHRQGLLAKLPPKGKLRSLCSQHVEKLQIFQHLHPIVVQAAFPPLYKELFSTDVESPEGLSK
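Drosophila S2 cells stably expressing Gal4-DBD/mouse RORγ fusion under metallothionein promoter plus UAS-luciferase; compound 1 h, then 700 uM CuSO4 induction for 20 h at ambient temperature; inhibition read as reduced luminescence.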
Rab9 promoter act: activators of Rab9 promoter; hit rate 2.8% among 320,000; Potency, µM (top dose mostly 9.22 µM), inactives show at the highest dose activation, negative = inhibition, most hits filed as activators; Huh7 Rab9 promoter-luciferase reporter, luminescence, 24 h; further: % of control where 0% means no effect; nearly all actives have a fitted effect of over 60% in size
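Huh7 reporter line, Rab9 promoter upstream of luciferase. Compound exposure 24 h at 37 °C in reduced-serum medium with 10% FBS. Read-out: luminescence.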
* marks the source's active call; other numbers are inactive results; ? = inconclusive; . = not tested or not shown; & = joins results of further samples; [ ] = dose if it differs, or a comment. Unless noted, the call rests on the fitted dose curve; in most records, active means well fitted curve in the direction sought with a large enough effect; inconclusive means small, poorly fitted or top-dose-only effect, or another doubt; inactive means no such curve, though single readings can be large; an effect the other way counts as inactive or inconclusive. Potency means the concentration at half of the fitted maximal effect. No enrichment for hits, and some 13% of all compounds hit somewhere here.

SMILES	FLuc counter	Gal4-VP16 FLuc	BRCA1 expr act	ELG1 genotox	MBNL1 CUG block	p53 reactivation	NPC1 promoter act	uPA surface inh	RORg inh	Rab9 promoter act
CCOc1ccc(NC(=O)CSc2nnc(Cc3csc(C)n3)o2)cc1	2%	4%	-4%	-1%	-3%	15%	-9%	-1%	-10%	0%
CCN1CCN(CCCNC(=O)c2ccc(/C=C3/Oc4ccccc4N(Cc4cccc(C)c4)C3=O)cc2)CC1	?	-3%	-7%	?	1%	1%	18%	-4%	-2%	-1%
CC(=O)Nc1ccc(OCC=C(Cl)Cl)cc1	-8%	24%	26%	?	?	6%	-1%	-3%	5%	-3%
Cc1ccc(CCNC(=O)C2=CCN(S(=O)(=O)c3ccccc3)CC2)cc1	0%	-7%	-1%	-1%[9.26 µM]	4%	-5%	-5%	-1%	3%	3%
COC(=O)c1scc(C)c1NC(=O)/C=C/C(=O)O	?	?	3%	-1%	1%	8%	-2%	-2%	?	1%
Cc1cccc(NC(=O)CCNC(=O)c2ccco2)c1C	1%	7%	-24%	1%	-2%	1%	-5%	-3%	-16%	10%
Fc1cccc(Cl)c1CNc1ccc(N2CCCC2)cc1	9.5µM*	6%	-38%	6%	12%	-6%	14%	2%	-33%	17%
COc1ccc(C)cc1S(=O)(=O)N1CCN(c2cccc(C(F)(F)F)c2)CC1	-1%	-1%	-32%	-11%	4%	-2%	-5%	6%	28%	-4%
CC(C)C1CC(CCNCc2ccc(N(C)C)cc2)(c2ccccc2)CCO1 (stereo not given)	2%	3%	-87%	1%	-5%	-5%	4%	-9%	-29%	-3%
CCOC(=O)C(=O)Cc1nc2ccccc2s1	19µM*	?	-11%	2%	.	4%	3%	1%	?	12%
COc1ccc(-c2ccc(-c3cc(=O)oc4cc(OC)c(OC)c(OC)c34)cc2)cc1OC	.	0%	3%	-6%	.	-3%	.	13%	20%	.
Cc1nc2c(sc3nc4c(cc32)COC(C)(C)C4)c(=O)o1	?	2%[0.365 µM]	-13%	0%	10%	8%	-3%	.	-22%	2%
COc1ccccc1NC(=O)c1ccc(NS(=O)(=O)c2c(C)noc2C)cc1	0%	-12%	-11%	2%	-7%	-9%	-4%	5%	42%	-2%
COCCNC(=S)N(CCO)Cc1cc2cc3c(cc2[nH]c1=O)OCCO3	-4%	-8%	-14%	2%	53%[activator]	18%	-3%	?	-1%	6%
O=C(CN1CCOc2ccccc21)NCc1ccccc1	-2%	25%	0%	-1%	14%	9%	0%	-13%	-11%	-2%
CC(O)(CS(=O)(=O)Cc1cccc(C(F)(F)F)c1)C(=O)Nc1cccc(C(F)(F)F)c1 (stereo not given)	-2%	1%	-17%	0%	-6%	1%	0%	.	?	-4%
Cc1ccc2c(CN3C(=O)NC4(CCCCC4)C3=O)cc(=O)oc2c1C	?	2%	8%	0%	9%	-21%	4%	.	43%	-4%
CCOC(=O)N1CCC(Nc2c(-c3ccc(C)cc3)c(=O)c2=O)CC1	-1%	-22%	-9%	1%	?	-17%	3%	2%	-22%	0%
CCC(C)NC(=O)c1cn(CCOC)c(=O)c2c1c1ccccc1n2C (stereo not given)	0%	3%	-2%	-1%	1%	5%	0%	-5%	0%	-5%[1.84 µM]
CCc1ccc(-c2cc(-c3n[nH]c(=S)n3CC)c3ccccc3n2)cc1	1.2µM*	-23%	.	11%	15%	18%	13%	.	2µM*	24%

With a hit mark in RORg inh, among the entries above:
smiles | p53 reactivation | NPC1 promoter act | uPA surface inh | RORg inh | Rab9 promoter act
CCc1ccc(-c2cc(-c3n[nH]c(=S)n3CC)c3ccccc3n2)cc1 | 18% | 13% | . | 2µM* | 24%

Carrying on.
SMILES	FLuc counter	Gal4-VP16 FLuc	BRCA1 expr act	ELG1 genotox	MBNL1 CUG block	p53 reactivation	NPC1 promoter act	uPA surface inh	RORg inh	Rab9 promoter act
COc1ccc(S(=O)(=O)NCCc2cc3ccc(C)c(C)c3[nH]c2=O)cc1	-1%&-5%	7%	-15%&-7%	-14%	?	-4%	-25%	1%	10%	0%
CC(OC(=O)CC1CC2CCC1C2)C(=O)Nc1cccc(S(=O)(=O)N2CCOCC2)c1 (stereo not given)	6%	.	8%	-3%	.	-1%	-7%	1%	.	-3%
COC(=O)c1ccc(C(=O)NC(=S)Nc2ccc3nc(SC)sc3c2)cc1	4%	2%	7%	?	12%	-3%	-4%	-4%	-3%	3%
CCCCCCC1CC(CCc2nc(=S)[nH][nH]2)C(=O)O1 (stereo not given)	-3%	-1%	-15%	0%	-2%	5%	-2%	3%	-44%	-9%
COc1ccc(/C=N/NC(=O)c2ccc3ccccc3c2)cc1OS(=O)(=O)c1ccc(NC(C)=O)cc1	0%	-10%	-78%	-6%	15%	-5%	-24%	?	2%	-9%
O=C(Nc1ccc(-c2n[nH]c(=S)o2)cc1)c1ccccc1Br	15µM*	-16%	52%	3%	-3%	-1%	4%	-11%	-44%	-1%
CNS(=O)(=O)c1cnccc1N1CCN(c2cccc(C)c2)CC1	0%	-6%	13%	-6%	0%	-1%	0%	-3%	-30%	-2%
CCC(=O)N1CCc2cc(S(=O)(=O)NCCN3CCCCC3CC)ccc21 (stereo not given)	0%	-3%	-23%	.	-7%	.	.	2%	17%	.
Cc1ccc(C)c(N(CC(=O)NC2CCCC2)C(=O)c2csnn2)c1	2%	-14%	-2%	0%	0%	-3%	0%	0%	-3%	-2%
O=C1NC2(CCCCC2)C(=O)N1CCS(=O)(=O)Oc1ccc(Br)cc1	-5%	-11%	-16%	-11%	3%	-1%	-4%	2%	43%	-1%
CCN(CC)CCOC(=O)/C=C/c1ccccc1	0%	-1%	20%	2%	.	0%	-2%	0%	1%	1%
CC(C)Oc1cc(C(=O)NC2CCCCC2)c2ccccc2n1	4%	3%	-34%	-9%	41%[activator]	24%	1%	1%	16%	9%
O=S(=O)(c1ccc(-c2nc3ccccc3s2)cc1)N1CCCC1	-12%	13%	2.5µM*	?	2%	9%	?	.	37%	2.8µM*
COc1ccc(CNC(=O)CN(C(=O)c2cc3sccc3n2C)C2CCCC2)cc1	1%	-27%	-38%	-12%	1%	-3%	-2%	3%	7%	-1%
COc1ccc(/C=C/c2c(-c3cccc(C)c3)oc3ccc(-c4ccc5c(c4)OCO5)cc23)cc1	-2%	-9%	29%	0%	-6%	8%	-2%	-6%	-4%	2%
Fc1ccc(-c2csc3ncnc(N4CCN(c5ccccc5)CC4)c23)cc1	1%	7%	-52%	-2%	151%[activator]	2%	1%	10%	-2%	-4%
Cn1cccc1CC(=O)N/N=C/c1ccc(C(C)(C)C)cc1	17µM*	4%	38%	15%	-4%	11%	27%	-1%	30%	?
CC(=O)Nc1nc(Cn2nnc(-c3ccc4c(c3)OCO4)n2)nc(N(C)C)n1	3%	13%	-5%	0%	-4%	-1%	-2%	-5%	13%	-2%
NCCCCCc1nnc(SCc2ccc(Cl)c(Cl)c2)o1	3%	10µM*	-3%[1.84 µM]	-5%	-4%	-4%	0%	0%	?	-2%
O=C(NC1CCCC1)c1cc(-c2ccc(Cl)c(Cl)c2)on1	?	-6%	-13%	?	-6%	?	?	-3%	15%	?
O=C(COC(=O)c1cc([N+](=O)[O-])ccc1N1CCOCC1)Nc1cc(F)ccc1F	1%	.	-20%	2%	.	-9%	-10%	-2%	.	1%
CCc1ccc(NC(=O)c2onc(C)c2Cl)cc1	3.4µM*	12%	0%	5.2µM*	-4%	?	2.5µM*	?	17%	2µM*
O=C(CNS(=O)(=O)c1cccc2nsnc12)NC1CCCCC1	2%	16%	19%	-3%	?	-4%	6%	0%	4%	2%
COCCCNC(=O)c1cc(C(=O)c2ccccc2Br)c[nH]1	-3%	0%	0%	-3%	-3%	1%	-6%	0%	-5%	1%
COc1ccccc1C(=O)CSc1ccccn1	17µM*	22%	?	?	1%	8%	28%	-7%	-20%	?
CCN(CC)C1CC(=O)N(c2cccc(C)c2)C1=O (stereo not given)	6%	7.1µM*	.	1%	2%	15%	-5%	.	-142%	0%

2 entries from above in a different format.
mol,FLuc counter,Gal4-VP16 FLuc,BRCA1 expr act,ELG1 genotox,MBNL1 CUG block,p53 reactivation,NPC1 promoter act,uPA surface inh,RORg inh,Rab9 promoter act
CCC(=O)N1CCc2cc(S(=O)(=O)NCCN3CCCCC3CC)ccc21 (stereo not given),0%,-3%,-23%,.,-7%,.,.,2%,17%,.
Cc1ccc(C)c(N(CC(=O)NC2CCCC2)C(=O)c2csnn2)c1,2%,-14%,-2%,0%,0%,-3%,0%,0%,-3%,-2%

In a second layout: entries from further up
SMILES: O=C(CNS(=O)(=O)c1cccc2nsnc12)NC1CCCCC1
  FLuc counter = 2%; Gal4-VP16 FLuc = 16%; BRCA1 expr act = 19%; ELG1 genotox = -3%; MBNL1 CUG block = ?; p53 reactivation = -4%; NPC1 promoter act = 6%; uPA surface inh = 0%; RORg inh = 4%; Rab9 promoter act = 2%

SMILES: COCCCNC(=O)c1cc(C(=O)c2ccccc2Br)c[nH]1
  FLuc counter = -3%; Gal4-VP16 FLuc = 0%; BRCA1 expr act = 0%; ELG1 genotox = -3%; MBNL1 CUG block = -3%; p53 reactivation = 1%; NPC1 promoter act = -6%; uPA surface inh = 0%; RORg inh = -5%; Rab9 promoter act = 1%
